Compound activity as filed in PubChem.
influenza NS1A: H1N1 influenza NS1A inhibitors, functional cell based assay (AID 504329) | NS1A functional cell-based assay, percent inhibition; higher % means a stronger effect | hit rate 0.3% among 340,000 | one-dose inhibition, % at 12.5 µM; IC50 in µM for titrated hits; in the data active = a potency from the dose series; inconclusive = inhibition above about 27% without an active follow-up result; note: strong numbers were not always called active
VEEV TC-83 Vero: inhibitors of VEEV TC-83 cytopathic effect, confirmation, Vero cells (AID 588727) | hit rate 0.13% among 350,000 | Vero cells, VEEV TC-83 cytopathic effect inhibition; higher % means a stronger effect | inhibition, % at 20 µM; hits with a dose series show IC50 in µM; in the data active = a potency from the dose series; inconclusive = inhibition mostly from about 14% at the one dose, without a potency; inactive = the rest, 99 in 100 with inhibition below about 12%; note: strong numbers were not always called active
tuberculosis growth: growth inhibition of non-replicating M. tuberculosis (AID 488890). Mycobacterium tuberculosis non-replicating, growth inhibition; higher % means a stronger effect. inhibition, % at 25 µM; hits with a dose series show IC50 in µM. hit rate 0.39% among 320,000; in the data active = a potency from the dose series; inconclusive = inhibition mostly from about 82% at the one dose, without a potency; inactive = the rest, 99 in 100 with inhibition below about 76%;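 note: plate controls were DMSO cells for no effect and high antibiotic wells for full effect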
H37Rv inhibition: M. tuberculosis growth inhibition, HTS (AID 449762) | M. tuberculosis H37Rv growth inhibition, 7H9 media; higher % means a stronger effect | one-dose inhibition, % at 25 µM; IC50 in µM for titrated hits | hit rate 0.59% among 330,000; in the data active = a potency from the dose series; inconclusive = inhibition above about 70% without an active follow-up result;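 note: bacterial growth assessed after seven days of incubation; strong numbers were not always called active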
Salmonella PhoP GFP: Inhibition of PhoP regulon, Salmonella typhi GFP reporter cells, confirmation, 4 h (AID 1850); Salmonella Typhi PhoP-promoter GFP reporter, fluorescence, 4 h; higher % means a stronger effect; inhibition, % at 50 µM, or IC50 in µM where a hit was titrated; hit rate 0.33% among 310,000; in the data active = a potency from the dose series; inconclusive = inhibition mostly from about 25% at the one dose, without a potency; inactive = the rest, 99 in 100 with inhibition below about 19%;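 note: 0% = induced wells with vehicle and 100% = uninduced wells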
VEEV TC-83 Vero 10K pilot screen: recorded beside VEEV TC-83 Vero, whose call it bears; inhibition, %; measured here: 10K pilot screen inhibition
Active calls of the source: *. Rows are unselected, and some 1.6% of all compounds hit somewhere here.

Preview, five compounds:
COc1ccc(Cc2nnc(NC(=O)c3cccc(F)c3)s2)cc1OC was read as influenza NS1A -4%, VEEV TC-83 Vero 1.4%, tuberculosis growth 4%, H37Rv inhibition -3% and Salmonella PhoP GFP 3%.
`Cc1ccc(Cl)cc1NS(=O)(=O)c1cc2[nH]c(=O)c(=O)[nH]c2cc1C` gave influenza NS1A 1%, VEEV TC-83 Vero 0.6%, tuberculosis growth 3%, H37Rv inhibition 0% and Salmonella PhoP GFP 2%.
`COc1ccc(C2(CNC(=O)C(=O)Nc3ccc(C)cc3)CCOCC2)cc1` gave influenza NS1A -11%, VEEV TC-83 Vero 1.8%, tuberculosis growth -11%, H37Rv inhibition 2% and Salmonella PhoP GFP -1%.
Screening CC(=O)c1ccc(N2CCN(Cc3nc(Cc4ccccc4)no3)CC2)cc1 returned influenza NS1A 4%, VEEV TC-83 Vero 3.6%, tuberculosis growth 54%, H37Rv inhibition 60% and Salmonella PhoP GFP -9%.
Screening CCCCCSc1nnc(C)c(=O)[nH]1 returned influenza NS1A -19%, VEEV TC-83 Vero inactive, tuberculosis growth 16%, H37Rv inhibition -2% and Salmonella PhoP GFP -18%.

Main list, from the start:
COc1ccc(Cc2nnc(NC(=O)c3cccc(F)c3)s2)cc1OC was read as influenza NS1A -4%, VEEV TC-83 Vero 1.4%, tuberculosis growth 4%, H37Rv inhibition -3% and Salmonella PhoP GFP 3%.
`Cc1ccc(Cl)cc1NS(=O)(=O)c1cc2[nH]c(=O)c(=O)[nH]c2cc1C` gave influenza NS1A 1%, VEEV TC-83 Vero 0.6%, tuberculosis growth 3%, H37Rv inhibition 0% and Salmonella PhoP GFP 2%.
`COc1ccc(C2(CNC(=O)C(=O)Nc3ccc(C)cc3)CCOCC2)cc1` gave influenza NS1A -11%, VEEV TC-83 Vero 1.8%, tuberculosis growth -11%, H37Rv inhibition 2% and Salmonella PhoP GFP -1%.
Screening CC(=O)c1ccc(N2CCN(Cc3nc(Cc4ccccc4)no3)CC2)cc1 returned influenza NS1A 4%, VEEV TC-83 Vero 3.6%, tuberculosis growth 54%, H37Rv inhibition 60% and Salmonella PhoP GFP -9%.
Screening CCCCCSc1nnc(C)c(=O)[nH]1 returned influenza NS1A -19%, VEEV TC-83 Vero inactive, tuberculosis growth 16%, H37Rv inhibition -2% and Salmonella PhoP GFP -18%.
Screening Cc1noc(C)c1S(=O)(=O)N1CCC(C(=O)N2CCC(C)CC2)CC1 returned influenza NS1A 1%, VEEV TC-83 Vero 3.5%, tuberculosis growth -14%, H37Rv inhibition -4%, Salmonella PhoP GFP -6% and VEEV TC-83 Vero 10K pilot screen 0.2.
Screening Cc1nn(C)cc1CN1CCCC(C(=O)c2ccc(-c3ccccc3)c(F)c2)C1 (stereo not drawn) returned influenza NS1A -3%, VEEV TC-83 Vero 0.3%, tuberculosis growth 2%, H37Rv inhibition 6% and Salmonella PhoP GFP -8%.
COc1ccccc1NC(NC(=O)c1ccco1)C(=O)c1ccccc1 (stereo not drawn) was read as influenza NS1A -1%, VEEV TC-83 Vero 3.0%, tuberculosis growth -11%, H37Rv inhibition -3% and Salmonella PhoP GFP -8%.
CCCn1c(=O)c(C(=O)NCCc2ccc(OC)cc2)c(O)c2ccccc21 was read as influenza NS1A -3%, VEEV TC-83 Vero 5.2%, tuberculosis growth -6%, H37Rv inhibition 0% and Salmonella PhoP GFP 1%.
CN(C)CCN(C(=O)/C=C/c1cccs1)c1nc2ccc(F)cc2s1 was read as influenza NS1A 5%, VEEV TC-83 Vero inactive, tuberculosis growth 19%, H37Rv inhibition 11% and Salmonella PhoP GFP 10%.
Screening CCCCNCCS(=O)(=O)NCc1ccc(OC)cc1 returned influenza NS1A -8% and VEEV TC-83 Vero 0.1%.
For COc1ccc(OC)c(-c2csc(NC(=O)Cc3ccccc3OC)n2)c1 the results were influenza NS1A 15%, VEEV TC-83 Vero 9.2%, tuberculosis growth 50%, H37Rv inhibition inconclusive and Salmonella PhoP GFP 10%.
For N#C/C(=C\c1cn(CCOc2ccccc2)c2ccccc12)C(=O)NCc1cccs1 the results were influenza NS1A -1%, VEEV TC-83 Vero 2.4%, tuberculosis growth 4%, H37Rv inhibition 0% and Salmonella PhoP GFP -6%.
Screening O=C(c1ccc(Cl)cc1)N1CCOc2ccccc21 returned influenza NS1A -8%, VEEV TC-83 Vero inactive, tuberculosis growth 36%, H37Rv inhibition 4% and Salmonella PhoP GFP -1%.
For C=CCn1c(O)c(N=Nc2ccccc2C)c2ccccc21 the results were tuberculosis growth 16%, H37Rv inhibition 54% and Salmonella PhoP GFP 6%.
`O=C1CN=C(c2cccs2)c2c(sc3c2CCCC3)N1` gave influenza NS1A 26%, VEEV TC-83 Vero 2.3%, tuberculosis growth 41%, H37Rv inhibition -5% and Salmonella PhoP GFP 12%.
Cc1cccc(NC(=S)N2CCN(C(=O)C3CCCO3)CC2)c1 (stereo not drawn) was read as influenza NS1A -7%, VEEV TC-83 Vero 0.8%, tuberculosis growth -4%, H37Rv inhibition 0% and Salmonella PhoP GFP 6%.
For COc1ccccc1N1CCN(c2ncc(C(=O)N3CCN(c4cccc(Cl)c4)CC3)c3ccccc23)CC1 the results were VEEV TC-83 Vero 6.3%, tuberculosis growth -5%, H37Rv inhibition inconclusive and Salmonella PhoP GFP 7%.
Screening COc1ccc(CCn2c(O)cc3nn(-c4nc5ccccc5s4)c(=O)c-3c2C)cc1 returned influenza NS1A -2%, VEEV TC-83 Vero inconclusive, tuberculosis growth -10%, H37Rv inhibition -5% and Salmonella PhoP GFP 17%.
`CCOC(=O)C1(Cc2ccccc2C)CCCN(C(=O)c2ccccn2)C1` (stereo not drawn) gave influenza NS1A 2%, VEEV TC-83 Vero inactive, tuberculosis growth 11%, H37Rv inhibition 5% and Salmonella PhoP GFP 1%.
Screening COc1ccccc1CC(=O)Nc1sc2c(c1C(N)=O)CCCC2 returned influenza NS1A -28%, VEEV TC-83 Vero 0.6%, tuberculosis growth 9%, H37Rv inhibition 4% and Salmonella PhoP GFP 10%.
Screening Clc1ccc(CSc2nnc(Cn3cnc4ccccc43)o2)cc1 returned influenza NS1A -12%, VEEV TC-83 Vero 3.1%, tuberculosis growth inconclusive, H37Rv inhibition inconclusive and Salmonella PhoP GFP -10%.
For CC(C)CC(=O)N1CCN(Cc2cccc(F)c2)CC1 the results were influenza NS1A -2%, VEEV TC-83 Vero 1.0%, tuberculosis growth 9%, H37Rv inhibition -1% and Salmonella PhoP GFP -4%.
`O=C1Nc2ccccc2N(O)N1c1ccc(S(=O)(=O)Nc2ccccn2)cc1` gave influenza NS1A 17%, VEEV TC-83 Vero 1.6%, tuberculosis growth 4%, H37Rv inhibition -3% and Salmonella PhoP GFP -7%.
`O=C(NN=C1CCC(c2ccccc2)CC1)c1ccccc1-n1cccc1` (stereo not drawn) gave influenza NS1A -8%, VEEV TC-83 Vero 0.1%, tuberculosis growth -10%, H37Rv inhibition 0% and Salmonella PhoP GFP 3%.
Screening Cc1onc(-c2ccccc2)c1C(=O)NCC1COc2ccccc2O1 (stereo not drawn) returned influenza NS1A 0%, VEEV TC-83 Vero 3.3%, tuberculosis growth 32%, H37Rv inhibition 2% and Salmonella PhoP GFP 17%.
CCCOCC1CC(CCc2nc(=S)[nH][nH]2)C(=O)O1 (stereo not drawn) was read as influenza NS1A -3%, VEEV TC-83 Vero 0.5%, tuberculosis growth -1%, H37Rv inhibition -9%, Salmonella PhoP GFP -6% and VEEV TC-83 Vero 10K pilot screen 1.1.
COC(=O)CN1C(=O)C(O)=C(C(C)=O)C1c1ccc([N+](=O)[O-])cc1 (stereo not drawn) was read as influenza NS1A -20%, VEEV TC-83 Vero 1.9%, tuberculosis growth 2%, H37Rv inhibition -3% and Salmonella PhoP GFP 20%.
`Cc1nn(C)c(Oc2ccccc2)c1CCNC(=O)CC(C)C` gave influenza NS1A 6%, VEEV TC-83 Vero inactive, tuberculosis growth -16%, H37Rv inhibition -5% and Salmonella PhoP GFP 0%.
For O=C(c1cc2ccccc2oc1=O)N(Cc1cccs1)CC1CCCO1 (stereo not drawn) the results were influenza NS1A 4%, VEEV TC-83 Vero inactive, tuberculosis growth 3%, H37Rv inhibition 0% and Salmonella PhoP GFP -11%.
CC(=O)NCCOc1ccc2oc3ccccc3c2c1 was read as influenza NS1A -10%, VEEV TC-83 Vero 2.3%, H37Rv inhibition -5% and Salmonella PhoP GFP 2%.
For Cc1ccc(OCCC(=O)Nc2ccc(C)c(S(=O)(=O)N3CCOCC3)c2)cc1 the results were influenza NS1A -8%, VEEV TC-83 Vero 2.2%, tuberculosis growth -11% and H37Rv inhibition 5%.
`CC(C)NC(=O)NC(=O)COC(=O)c1cccc(S(=O)(=O)N2CCCCC2)c1` gave influenza NS1A -5%, VEEV TC-83 Vero 0.6%, tuberculosis growth -19%, H37Rv inhibition -3% and Salmonella PhoP GFP -8%.
Screening Cc1nc(SCC(=O)N(C)C2CCS(=O)(=O)C2)c(C#N)c(C)c1C (stereo not drawn) returned influenza NS1A -2%, VEEV TC-83 Vero 0.8%, tuberculosis growth -1% and H37Rv inhibition 0%.
For CCOc1ccccc1C(=O)N(C)Cc1cc2ccccc2[nH]c1=O the results were influenza NS1A 0%, VEEV TC-83 Vero 8.1%, tuberculosis growth 7%, H37Rv inhibition -1% and Salmonella PhoP GFP 3%.
O=C(NCc1cccc(Cl)c1)c1ccc(-c2csnn2)cc1 was read as influenza NS1A 10%, VEEV TC-83 Vero inactive, tuberculosis growth 12%, H37Rv inhibition -11% and Salmonella PhoP GFP 1%.
O=C(c1ccc(COc2ccccc2[N+](=O)[O-])o1)N1CCCCC1 was read as influenza NS1A -2%, VEEV TC-83 Vero 1.9%, tuberculosis growth 7%, H37Rv inhibition -2% and Salmonella PhoP GFP -3%.
Cc1cc2oc(=O)cc(-c3ccccc3)c2c(C)c1-c1ccc(OC(F)(F)F)cc1 was read as influenza NS1A -27% and VEEV TC-83 Vero 0.8%.
For CCOC(=O)C1=NN(c2ccc(OC)cc2)C(c2ccccc2)CC1=O (stereo not drawn) the results were influenza NS1A 2%, VEEV TC-83 Vero 1.5%, tuberculosis growth 13%, H37Rv inhibition 2% and Salmonella PhoP GFP 4%.
Screening c1ccc(C2C3=C(Nc4ncnn42)c2ccccc2CCC3)cc1 (stereo not drawn) returned influenza NS1A -31%, VEEV TC-83 Vero inactive, tuberculosis growth 10%, H37Rv inhibition 5% and Salmonella PhoP GFP -14%.
Screening Nc1nc(SCC(=O)N2CCN(S(=O)(=O)c3ccc(Cl)cc3)CC2)n[nH]1 returned influenza NS1A -6%, VEEV TC-83 Vero inactive, tuberculosis growth 14%, H37Rv inhibition 2% and Salmonella PhoP GFP 3%.
For COC(CNc1ncnc2c1cnn2C)OC the results were influenza NS1A 2%, VEEV TC-83 Vero 0.3%, tuberculosis growth -11%, H37Rv inhibition -6% and Salmonella PhoP GFP -1%.
For CCC(=O)Nc1cccc(NC(=O)c2cc3ccccc3o2)c1 the results were influenza NS1A 4%, VEEV TC-83 Vero 9.4%, tuberculosis growth 18%, H37Rv inhibition 0% and Salmonella PhoP GFP -4%.
`C/C(=N\N1CCN(c2ccccc2)CC1)c1ccc(O)cc1` gave influenza NS1A -6% and VEEV TC-83 Vero 1.1%.
Screening CCCCCCNC(=O)C(C#N)c1nc2ccccc2nc1N1CCCC1 (stereo not drawn) returned influenza NS1A 11%, VEEV TC-83 Vero 0.3%, tuberculosis growth 4%, H37Rv inhibition 6% and Salmonella PhoP GFP -58%.
`COc1ccc2nc(-c3ccco3)c(-c3ccco3)nc2c1` gave influenza NS1A 0%, VEEV TC-83 Vero 1.5%, tuberculosis growth 31%, H37Rv inhibition 6% and Salmonella PhoP GFP 1%.
`O=[N+]([O-])c1ccc(CSc2nnc(SCc3ccccc3)s2)cc1` gave influenza NS1A 6%, VEEV TC-83 Vero inactive, tuberculosis growth 75%, H37Rv inhibition 20% and Salmonella PhoP GFP -8%.
COc1cc(CNc2ccc3[nH]c(=O)[nH]c3c2)ccc1OCc1ccc(C)cc1 was read as influenza NS1A 1%, VEEV TC-83 Vero 1.2%, tuberculosis growth 16%, H37Rv inhibition 6% and Salmonella PhoP GFP -3%.
CC(Oc1ccc(/C=N/NC(=O)Cc2cccc3ccccc23)cc1)C(=O)O (stereo not drawn) was read as influenza NS1A -23%, VEEV TC-83 Vero 6.9%, tuberculosis growth 6%, H37Rv inhibition 3% and Salmonella PhoP GFP 28%.
For Cc1ccc(-c2cc(-c3ccc(F)cc3)c(C#N)c(N)n2)o1 the results were influenza NS1A -7%, VEEV TC-83 Vero 2.1%, tuberculosis growth 39%, H37Rv inhibition 2% and Salmonella PhoP GFP -2%.
